Gli-Sufu block = antagonists of Gli-Sufu signaling | inhibition, % at 5 µM | AID 588413 | Sufu-KO-LIGHT fibroblasts, Gli luciferase reporter luminescence | 340,000 compounds, 0.74% hits;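 active = inhibition above about 55%, limit read from the data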;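 note: 0% = DMSO-treated cells and 100% = wells with medium but no cells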
APJ antag = blocks the human apelin receptor APJ | P35414 | CHO-K1 APJ beta-arrestin complementation, luminescence | inhibition, % at 20 µM | 330,000 compounds, 0.32% hits;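 active = inhibition above about 40% at 20 µM, limit read from the data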;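 note: cells challenged with 10 nM apelin-13 agonist together with compound; plate controls were apelin-13 plus DMSO wells for no effect and DMSO wells lacking apelin-13 for full effect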
697 NFkB inh = inhibitors of the PMA/ionomycin-induced NF-kB reporter in 697 B cells | 697 B-cell NF-kB luciferase reporter, 16 h | 330,000 compounds, 0.33% hits | inhibition, % at 4 µM; in the data active = inhibition above about 35%
EBI2 block = blocks human EBI2 receptor beta-arrestin signaling | P32249 | EBI2 beta-arrestin recruitment, luminescence, 7a,25-OHC stimulated | inhibition, % at 5 µM | 360,000 compounds, 0.81% hits; in the data active = inhibition above about 38%;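 note: enzyme fragment complementation signal reports receptor beta-arrestin coupling in cells; 0% = agonist plus DMSO wells and 100% = wells without agonist; some results beyond the cut were filed as inactive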
CCR6 antagonist = CCR6 (human) receptor antagonism; P51684; CHO-K1 CCR6 PathHunter beta-arrestin, luminescence, CCL20-stimulated; inhibition, % at 20 µM; 340,000 compounds, 0.49% hits;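 active = compounds whose inhibition of the agonist-driven luminescence signal at 20 µM reaches about 50%, limit read from the data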;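 note: cells stimulated with CCL20 at 14 nM final; plate controls were DMSO with CCL20 for no effect and DMSO without agonist for full effect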
Target sequence (P51684 whole entry, looked up): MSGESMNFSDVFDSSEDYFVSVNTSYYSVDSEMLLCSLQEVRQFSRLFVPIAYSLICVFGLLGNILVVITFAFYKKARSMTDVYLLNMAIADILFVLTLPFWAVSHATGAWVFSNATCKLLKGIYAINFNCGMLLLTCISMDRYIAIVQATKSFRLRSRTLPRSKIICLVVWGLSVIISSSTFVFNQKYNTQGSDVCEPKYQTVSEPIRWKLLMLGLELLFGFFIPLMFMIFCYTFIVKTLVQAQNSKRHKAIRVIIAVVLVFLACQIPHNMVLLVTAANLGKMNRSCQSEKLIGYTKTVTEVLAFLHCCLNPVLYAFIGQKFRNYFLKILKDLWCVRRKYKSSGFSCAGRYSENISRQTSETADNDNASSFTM
Jurkat NFkB inh = lowers PMA/ionomycin-induced NF-kB signal in Jurkat cells; PMA/ionomycin-induced NF-kB luciferase reporter, luminescence; inhibition, % at 4 µM; AID 435003; 330,000 compounds, 0.53% hits; in the data active = inhibition above about 50%
CXCR6 inh = blocks human CXCR6 beta-arrestin recruitment; inhibition, % at 20 µM; AID 602244; CHO-K1 PathHunter CXCR6 beta-arrestin, luminescence; 360,000 compounds, 0.36% hits; O00574; in the data active = inhibition above about 34%, passing the limit was not always enough;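 note: antagonist mode with CXCL16 agonist at 10 nM final; 0% = 10 nM CXCL16 with DMSO and 100% = unstimulated wells without agonist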
Target sequence (O00574 whole entry, looked up): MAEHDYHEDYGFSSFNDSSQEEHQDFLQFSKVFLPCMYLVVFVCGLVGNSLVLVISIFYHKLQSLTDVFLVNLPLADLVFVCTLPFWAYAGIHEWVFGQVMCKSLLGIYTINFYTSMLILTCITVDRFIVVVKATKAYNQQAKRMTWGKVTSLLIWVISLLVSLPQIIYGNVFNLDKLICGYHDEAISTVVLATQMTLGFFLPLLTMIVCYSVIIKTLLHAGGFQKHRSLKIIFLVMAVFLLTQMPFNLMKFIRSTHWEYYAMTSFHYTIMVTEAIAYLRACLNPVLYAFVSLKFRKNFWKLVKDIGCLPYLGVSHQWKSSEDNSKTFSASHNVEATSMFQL
UBC13 polyUb = blocks human UBC13 polyubiquitin chain formation | P61088 | TR-FRET | inhibition, % at 20 µM | 330,000 compounds, 0.47% hits; in the data active = inhibition above about 45%, passing the limit was not always enough
Target sequence (P61088 whole entry, looked up): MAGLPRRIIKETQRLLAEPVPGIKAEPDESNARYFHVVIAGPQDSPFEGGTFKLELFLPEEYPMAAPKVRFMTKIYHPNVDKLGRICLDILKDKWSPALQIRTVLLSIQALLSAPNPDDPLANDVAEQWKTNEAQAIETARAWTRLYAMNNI
* hit, by the source's call; x = no result given.

SMILES	Gli-Sufu block	APJ antag	697 NFkB inh	EBI2 block	CCR6 antagonist	Jurkat NFkB inh	CXCR6 inh	UBC13 polyUb
Cc1ccc(S(=O)(=O)NCC2(c3ccccc3)CCOCC2)cc1	-1	5	8	1	12	6	-6	1
CCOC(=O)CCCNC(=O)COC(=O)[C@@H]1CCCN1S(=O)(=O)c1ccc(Cl)cc1	5	-28	-57	-13	0	-6	-3	-11
Fc1ccc(NCc2cccnc2)cc1F	9	-17	-3	1	10	8	-2	-4
COc1ccccc1/C=C/CN1CCCCC1	29	5	4	-1	-1	8	-18	0
CC(=O)NC(CCC(=O)O)C(=O)O (stereo unspecified)	-4	x	x	-4	8	x	-6	x
CCc1c(C(C)=O)oc2ccc3c(C)cc(=O)oc3c12	x	10	25	-17	14	-1	4	10
CCC(=O)Nc1ccc2c(c1)nc1n2CCN(C2CCCCC2)C1	-3	-20	8	-9	-10	-10	-7	10
Cn1cnc([N+](=O)[O-])c1Sc1ncn[nH]1	-11	1	12	-10	4	-9	-4	-6
Nc1c(C(=O)CSc2nc(-c3ccccc3)cs2)c(=O)[nH]c(=O)n1C1CC1	-22	14	-167	0	4	-16	4	2
CCOc1ccc(S(=O)(=O)NCCC(=O)N2CCN(c3ncccn3)CC2)cc1	-10	14	-3	-15	-5	-3	2	15

An excerpt from above with just Gli-Sufu block.
SMILES	Gli-Sufu block
Cc1ccc(S(=O)(=O)NCC2(c3ccccc3)CCOCC2)cc1	-1
CCOC(=O)CCCNC(=O)COC(=O)[C@@H]1CCCN1S(=O)(=O)c1ccc(Cl)cc1	5
Fc1ccc(NCc2cccnc2)cc1F	9
COc1ccccc1/C=C/CN1CCCCC1	29

Back to the main list with the 2 entries that preceded the break.
SMILES	Gli-Sufu block	APJ antag	697 NFkB inh	EBI2 block	CCR6 antagonist	Jurkat NFkB inh	CXCR6 inh	UBC13 polyUb
Nc1c(C(=O)CSc2nc(-c3ccccc3)cs2)c(=O)[nH]c(=O)n1C1CC1	-22	14	-167	0	4	-16	4	2
CCOc1ccc(S(=O)(=O)NCCC(=O)N2CCN(c3ncccn3)CC2)cc1	-10	14	-3	-15	-5	-3	2	15
Cc1cccc(COc2ccc(/C=N/NC(=O)c3nnn(-c4nonc4N)c3C)cc2)c1	-31	12	15	8	5	-10	2	-4
COc1ccc(C(CCN2CCCC(C)C2)c2c(OC)cc(OC)c3c(C)cc(=O)oc23)cc1 (stereo unspecified)	11	7	-10	-7	2	13	15	25
CN(C(=O)c1cccc(NC(=O)Cc2ccc(NC(=O)C3CCN(S(=O)(=O)c4cccc([N+](=O)[O-])c4)CC3)cc2)c1)C1CC1	8	x	x	4	-8	x	-3	x
COc1cc(C(=S)N2CCOCC2)ccc1OC(=O)Cc1ccc(F)cc1	-1	1	15	-13	0	13	-4	3
COc1ccc(/C=C/c2nnc(NC(=O)C(C)(C)C)s2)cc1	-17	0	-89	8	-5	3	1	9
O=C(CNS(=O)(=O)c1cccc(C(F)(F)F)c1)Nc1ccccc1F	7	4	7	-2	0	11	-3	2
O=C(Nc1ccccc1F)c1ccn[nH]1	-6	0	-14	4	11	-8	-13	2
CSc1ccc(S(=O)(=O)N(CC(=O)NCc2ccccn2)c2ccc(C)cc2)cc1	46	7	3	21	8	-13	-8	4
CCCc1nnc(NC(=O)CSc2nnc(-c3ccco3)n2C)s1	-11	-10	1	-4	-4	-14	-8	-8
COC(=O)c1ccccc1S(=O)(=O)N(CCCN1CCOCC1)Cc1cccs1	5	16	14	-5	4	-14	5	9
COCCOC(=O)c1c(C)oc2ccc(NS(=O)(=O)c3ccc(F)cc3)cc12	7	2	3	22	-5	-17	-5	-2
COC(=O)c1cccc(OCC(O)Cn2cnc3cc(C)c(C)cc32)c1 (stereo unspecified)	-9	-14	-10	10	22	-12	3	1
O=C(c1cc(C(=O)NCCc2ccccc2)c(=O)n(CCc2ccccc2)c1)c1cc(Cl)ccc1O	10	-21	-3	10	6	11	0	-6
Cc1cccc(Nc2nc(NCc3ccco3)nc(N)c2[N+](=O)[O-])c1	29	7	7	-6	7	10	-1	3
CCOc1ccccc1N(CC(=O)NCCc1ccc(OC)c(OC)c1)S(=O)(=O)c1ccccc1	24	4	5	9	4	-10	3	6
Cc1ccc(NC(=O)Cn2nc(-c3ccccc3Cl)ccc2=O)c(Br)c1	57*	4	-7	2	7	2	-3	-3
Cc1cccc(C(=O)N2CCN(S(=O)(=O)N3CCCCC3)CC2)c1	-1	14	10	6	5	-4	3	4
Cc1ccc(NC(=O)CSc2nccn2Cc2ccccc2)cc1C	20	16	-20	3	9	-18	6	3
COc1ccc(C(=O)NCCS(=O)(=O)NCc2ccc3c(c2)OCO3)cc1	-10	0	-4	3	7	20	-17	2
COc1ccc(CN(C(=O)Cn2nnc(-c3ccc(C)o3)n2)C(C(=O)NCC2CCCO2)c2ccco2)cc1 (stereo unspecified)	-8	3	6	7	18	0	4	0

Random excerpt: three entries already listed
SMILES	Gli-Sufu block	APJ antag	697 NFkB inh	EBI2 block	CCR6 antagonist	Jurkat NFkB inh	CXCR6 inh	UBC13 polyUb
Cc1cccc(Nc2nc(NCc3ccco3)nc(N)c2[N+](=O)[O-])c1	29	7	7	-6	7	10	-1	3
COC(=O)c1cccc(OCC(O)Cn2cnc3cc(C)c(C)cc32)c1 (stereo unspecified)	-9	-14	-10	10	22	-12	3	1
COc1ccc(C(=O)NCCS(=O)(=O)NCc2ccc3c(c2)OCO3)cc1	-10	0	-4	3	7	20	-17	2

Profiles, looked up by structure. Values in the order: Gli-Sufu block, APJ antag, 697 NFkB inh, EBI2 block, CCR6 antagonist, Jurkat NFkB inh, CXCR6 inh, UBC13 polyUb
`O=C(c1cc(C(=O)NCCc2ccccc2)c(=O)n(CCc2ccccc2)c1)c1cc(Cl)ccc1O` is entered as 10, -21, -3, 10, 6, 11, 0, -6
`COC(=O)c1cccc(OCC(O)Cn2cnc3cc(C)c(C)cc32)c1` (stereo unspecified) is entered as -9, -14, -10, 10, 22, -12, 3, 1
`Cc1cccc(Nc2nc(NCc3ccco3)nc(N)c2[N+](=O)[O-])c1` is entered as 29, 7, 7, -6, 7, 10, -1, 3

Additional structures.
SMILES	Gli-Sufu block	APJ antag	697 NFkB inh	EBI2 block	CCR6 antagonist	Jurkat NFkB inh	CXCR6 inh	UBC13 polyUb
COCCCN(C(=O)c1ccc(N2CCCC2=O)cc1)c1c(N)n(Cc2ccccc2)c(=O)[nH]c1=O	-6	-9	6	-7	5	-25	3	1
Cc1nnsc1C(=O)N/N=C/c1ccccc1	-7	8	5	13	-5	-11	-2	-28
Cc1cc(Nc2ccc(Cl)cc2)n2ncnc2n1	33	10	11	-1	-6	10	7	0
COc1ccccc1/C=N/NC(=O)c1cc2c(ccc3ccccc32)o1	-28	-33	-6	8	9	10	-3	2
O=C1CC(NS(=O)(=O)c2ccc(F)cc2)CN1c1ccc2c(c1)OCCO2 (stereo unspecified)	1	8	15	0	0	0	0	4
O=C(Nc1ccccc1C(=O)N/N=C/c1ccc(O)cc1)c1ccccc1	-37	2	-55	0	3	-20	4	-1
COC(=O)c1ccc(N2CCN(S(=O)(=O)c3ccc(C)cc3)CC2)c([N+](=O)[O-])c1	12	14	4	1	8	5	2	-4
COc1ccc(S(=O)(=O)N2CCCCCC2)cc1NC(=O)CC1OC(=O)c2ccccc21 (stereo unspecified)	8	2	13	-7	2	3	1	-2
COc1ccc(C(=O)NCCn2cc(SCC(=O)NCC3CCCO3)c3ccccc32)cc1 (stereo unspecified)	25	-21	-82	-13	1	1	-2	2
CN(C(=O)CSC1=Nc2ccccc2C2=NC(c3ccccc3)C(=O)N12)C1CCCCC1 (stereo unspecified)	6	47*	12	21	52*	1	47*	6
O=C(CN1C(=O)NC2(CCCCC2)C1=O)Nc1ccc2[nH]c(=O)[nH]c2c1	-6	-29	24	-12	-5	-8	-18	-1
O=C(CN1C(=O)NC2(CCCC2)C1=O)OCCOc1ccc(F)cc1	-6	7	-37	4	-5	-21	2	-6
Cc1ccc(Nc2n[nH]c(C)c2[N+](=O)[O-])cc1	-63	31	-100	3	17	-77	14	-25
COC(=O)c1cc2occc2n1Cc1nc(-c2cccc(Cl)c2)oc1C	11	0	14	7	-6	-5	-4	-5
CN1C(=O)CC(N2CCN(C(=O)c3ccccc3)CC2)C1=O (stereo unspecified)	17	15	0	-1	2	6	-2	3
CCOC(=O)C1CCCCN1Cc1cccc(OC)c1OC (stereo unspecified)	1	20	17	3	-7	-5	-2	0
COc1ccc(/C=C/C(=O)NCc2ccc(F)cc2)cc1S(=O)(=O)N1CCOCC1	4	3	1	-6	7	16	3	25
COC(=O)c1ccc(-c2cc(CC3(C(=O)OC)CCN(C(=O)OC(C)(C)C)CC3)on2)cc1	-13	-26	1	-13	-10	3	-31	7
Cc1[nH]c2ccccc2c1C(=O)C(=O)N1CCN(c2ccccc2F)CC1	5	10	-15	-10	-1	13	4	-18
Cc1cc(NC(=O)c2ccccc2)n(-c2ccccc2)n1	-1	-1	0	-12	-4	11	3	4
COc1ccc(S(=O)(=O)N2CCC(C(=O)N[C@H](C(=O)NCc3ccncc3)C(C)C)CC2)cc1	-6	-36	10	-1	11	-5	0	0
O=C(CCCc1c[nH]c2ccccc12)N1CCN(c2ccc(N3CCOCC3)nn2)CC1	-2	3	15	-2	8	5	24	9
COC(=O)c1nc2cc3c(cc2c(C)c1C(=O)OC)OCO3	-13	0	7	-21	3	1	-7	1
Cc1ccc(CN2CCN(Cc3cn(C(C)C)c4ccccc34)CC2CCO)o1 (stereo unspecified)	32	1	0	-14	15	-7	5	-9
O=C(NNC(=O)c1csc(N2CCOCC2)n1)c1ccc(=O)[nH]c1	-20	4	17	5	13	-5	6	12
COc1cccc(NS(=O)(=O)NC(=O)c2cn(C)c3ccccc23)c1	-11	17	3	-8	6	-2	2	2
COc1cccc(CNC(=O)c2ccc(NC3=NC4CS(=O)(=O)CC4S3)cc2)c1 (stereo unspecified)	-23	3	-13	-4	-4	-3	-5	4
CC1(C)CC(=O)C2=C(C1)NCN(CCCN1CCOCC1)C2	3	13	-1	8	-1	-29	-4	-4
CN1CCN(CC(=O)Nc2cc(N(C)C)nc3ccccc23)CC1	5	-4	-13	-12	7	-15	4	1
Cc1cc2nnc(SCC(=O)N3C(C)CCCC3C)n2c(N)n1 (stereo unspecified)	0	10	17	-4	8	6	7	12
COc1c(C(CC(C)C)OC(C)=O)ccc2c1C(=O)OCc1cc(C)cc(O)c1O2 (stereo unspecified)	12	-7	5	8	-1	9	6	6
O=C(O)c1c(NC(=O)N2CCCC2)sc2c1CCCC2	-13	9	2	9	-4	5	-14	-4
O=[N+]([O-])c1cccc(-c2ccc(/C=N/NC(=S)Nc3ccccc3)o2)c1	16	5	-12	30	25	-31	18	-25
CC(C)c1nc(SCC(=O)Nc2ccc(N3CCOCC3)cc2)c2ccccc2n1	9	3	-19	-2	1	1	3	-1

Bioassay records from PubChem.
